# Giardia FBPA inh – inhibitors of Giardia lamblia fructose-1,6-bisphosphate aldolase; A8B2U2; purified Giardia FBPA; Potency, µM (series often up to 59.6 µM), inactives show top-dose activity, negative = inhibition, most hits filed as inhibitors; actives 0.71% (n = 290,000); AID 2451; note: potency is the fitted concentration of half-maximal effect; nearly all actives have a fitted effect of over 55% in size
# Target sequence (A8B2U2 whole entry, looked up): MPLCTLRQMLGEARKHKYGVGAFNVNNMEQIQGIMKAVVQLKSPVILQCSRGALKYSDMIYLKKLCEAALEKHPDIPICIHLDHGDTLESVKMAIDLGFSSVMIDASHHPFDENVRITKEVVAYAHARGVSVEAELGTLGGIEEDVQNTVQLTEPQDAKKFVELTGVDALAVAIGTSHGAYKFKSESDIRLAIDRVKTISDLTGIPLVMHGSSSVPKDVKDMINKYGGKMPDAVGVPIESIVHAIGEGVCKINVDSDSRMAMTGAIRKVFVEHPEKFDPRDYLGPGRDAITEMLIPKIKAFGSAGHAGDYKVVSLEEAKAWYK
#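 Giardia FBPA (40 nM reagent) was preincubated 10 min at RT with compound (up to 57.5 uM final), then substrate plus GAPDH/TPI/NAD/arsenate coupling system with diaphorase/resazurin was added; resorufin fluorescence (525/598 nm) was read after 20 min.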
# AmpC detergent – inhibitors of E. coli AmpC beta-lactamase with detergent; AmpC hydrolysis of nitrocefin, absorbance 480 nm, 0.01% Triton; Potency, µM (doses to about 114 µM), inactives show at the highest dose activity change, negative = inhibition, most hits filed as inhibitors; actives 0.041% (n = 370,000); AID 485294;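 note: potency is the fitted concentration of half-maximal effect; 0% = no-compound wells and -100% = no-enzyme wells; nearly all actives have a fitted effect of over 25% in size; some results filed as inactive show a strong effect at the top dose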
# Target sequence (P00811 whole entry, looked up): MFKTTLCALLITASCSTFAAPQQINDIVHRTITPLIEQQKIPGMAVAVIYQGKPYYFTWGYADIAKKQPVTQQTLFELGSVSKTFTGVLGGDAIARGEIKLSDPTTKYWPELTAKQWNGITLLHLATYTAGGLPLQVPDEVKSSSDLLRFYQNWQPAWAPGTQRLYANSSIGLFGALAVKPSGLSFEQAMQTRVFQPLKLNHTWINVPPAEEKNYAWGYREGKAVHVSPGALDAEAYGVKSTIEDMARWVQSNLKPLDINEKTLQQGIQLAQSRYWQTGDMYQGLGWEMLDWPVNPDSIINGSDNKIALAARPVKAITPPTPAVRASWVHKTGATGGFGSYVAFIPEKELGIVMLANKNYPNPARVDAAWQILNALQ
#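 20 mM phosphate pH 7.0 + 0.01% (detergent screen) or 0.0001% Triton X-100; 5.3 nM AmpC reagent; cpd preinc 15 min RT; nitrocefin (800 uM stock) to start; A480 q20 s × 4 min; Activity was normalised to no-enzyme and no-compound control wells.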
# AMA1-RON2 inh – inhibitors of Plasmodium falciparum AMA1-RON2 interaction; AlphaScreen AMA1-biotinylated RON2 peptide binding; Potency, µM (titrated, usually from 58.2 µM), for the others: at the top dose activity change, negative = inhibition, actives largely listed as inhibitors; actives 0.2% (n = 360,000); AID 720542;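 note: potency is the fitted concentration of half-maximal effect; 0% = vehicle wells and -100% = peptide control; nearly all actives have a fitted effect of over 45% in size; some results filed as inactive show a strong effect at the top dose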
#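 AMA1 (3D7) with his tag at 25 nM final met compounds first, then biotinylated RON2 peptide at 25 nM; detection used donor plus acceptor beads, 10 µg/mL apiece, read by AlphaScreen after 30 min at room temperature.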
# HCMV antiviral – inhibitors of human cytomegalovirus. activity change, negative = inhibition, % at 57.5 µM. AID 1259415. actives 4.5% (n = 410,000). HFF cells, HCMV-luciferase reporter, 72 h; hits give low values; in the data active = activity change below about -60%; inconclusive = no clear call, values can overlap the other calls; inactive = above about -39%
#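 Compounds were evaluated in HFFs infected with an HCMV luciferase reporter virus (MOI 1 PFU/cell). Luciferase in lysates collected 72 h post infection served as the replication measure.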
# Sm TGR inh – S. mansoni TGR enzyme inhibition. purified TGR, DTNB reduction, TNB absorbance 405 nm. Potency, µM (series often up to 114 µM), inactives show top-dose activity change, negative = inhibition, hits mostly inhibitors. AID 485364. Q962Y6. actives 3% (n = 360,000); note: potency is the fitted concentration of half-maximal effect; nearly all actives have a fitted effect of over 60% in size
#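 First, TGR (20 nM dispensed) and NADPH were mixed with compound. Second, a 15 min room-temperature incubation followed. Third, further NADPH and then DTNB were added to start the reaction. Finally, TNB absorbance was monitored kinetically.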
# HCV inhibitor – blocks hepatitis C virus | Huh7.5.1 HCVcc-Cre infection, luciferase reporter, 44 h | actives 3.4% (n = 340,000) | Potency, µM (highest dose often 41.8 µM), without a hit: at the top dose activity change, negative = inhibition, actives largely listed as inhibitors | AID 651820; note: potency is the fitted concentration of half-maximal effect
#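 Infectious HCVcc-Cre (~0.5 moi) was added to cells just after compound, with cells seeded 4 h earlier at 1,000 per well. Luciferase activity after 44 h culture reported infection; substrate was incubated 15 min at room temperature before reading.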
# * = called active by the depositor; u = inconclusive; x = not tested or not shown; & = joins results of further samples; [ ] = another dose, or the depositor's remark. Unless noted, calls come from the whole dose curve; as a rule, active = well fitted curve in the direction sought with a large enough effect; inconclusive = small, poorly fitted or top-dose-only effect, or another doubt; inactive = no such curve, though single readings can be large; an effect the other way counts as inactive or inconclusive. Unless noted, % is set by controls: 0 for no effect and ±100 for the full control effect.
# The opening 4 records, ahead of the listing:
# Sequence of screens: Giardia FBPA inh | AmpC detergent | AMA1-RON2 inh | HCMV antiviral | Sm TGR inh | HCV inhibitor
> Cc1ccc(C)c(OCC(O)CN2CCN(CCN3C(=O)c4cccc5cccc(c45)C3=O)CC2)c1 (centres undefined)
    0% | -1% | u | -84* | -2% | u
> COc1ccccc1-c1cc(C(=O)Nc2c(F)cc(F)cc2Br)no1
    1% | 2% | 18% | 21 | -20% | u
> Cc1cc(C(=O)N2CC(C)CC(C)C2)c(C)o1 (centres undefined)
    x | -18% | -8% | 36 | -8% | 2%
> COc1cc2c(cc1N/C=C(\C#N)c1nc(-c3ccc(F)cc3)cs1)oc1ccccc12
    1% | -1% | -2% | -27 | -9% | 9%

# The list itself, repeating the preview:
# Sequence of screens: Giardia FBPA inh | AmpC detergent | AMA1-RON2 inh | HCMV antiviral | Sm TGR inh | HCV inhibitor
> Cc1ccc(C)c(OCC(O)CN2CCN(CCN3C(=O)c4cccc5cccc(c45)C3=O)CC2)c1 (centres undefined)
    0% | -1% | u | -84* | -2% | u
> COc1ccccc1-c1cc(C(=O)Nc2c(F)cc(F)cc2Br)no1
    1% | 2% | 18% | 21 | -20% | u
> Cc1cc(C(=O)N2CC(C)CC(C)C2)c(C)o1 (centres undefined)
    x | -18% | -8% | 36 | -8% | 2%
> COc1cc2c(cc1N/C=C(\C#N)c1nc(-c3ccc(F)cc3)cs1)oc1ccccc12
    1% | -1% | -2% | -27 | -9% | 9%
> COc1nc(Nc2cccc(F)c2)nc(OC)n1
    6% | -6% | 8% | 139 | -8% | -20%
> Nc1nc2c(c(=O)[nH]1)C(c1cccc3ccccc13)C1=C(N2)c2ccccc2C1=O (centres undefined)
    u | -4% | 0% | u | u | -25%
> CC(C)NC(=O)c1c(CSc2ccccc2)noc1C(=O)NCc1ccccc1
    -1% | -6% | -10% | 18 | 18% | -66%
> COc1ccc(C)cc1NC(=S)NC12CN3CN(CN(C3)C1)C2
    -26% | 4% | x | x | 8% | x
> CN(Cc1nc2ccccc2c(=O)[nH]1)C(=O)c1ccccc1OCc1ccc(Cl)cc1
    x | -6% | 40%[activator] | -18 | 0% | u
> CC(C)c1cnc2c(c1SCC(=O)N1CCCCC1)c(=O)n(C)c(=O)n2C
    x | 15% | x | 23 | 5% | x
> COc1ccc2nc(N3C(=O)CC(C(C)c4ccccc4)C3=O)sc2c1 (centres undefined)
    1% | -7% | 3% | u | 4% | 0%
> CCCCOC(=O)Nc1nccs1
    -1% | u | 0% | -30 | -3% | 10%
> C=CCn1c(SCc2cc(C(=O)OC)c(C)o2)nnc1-c1ccncc1
    u | 4% | -2% | -21 | u | 5%
> Cc1nc(NC(=O)c2ccccc2)sc1-c1csc(NCCc2ccccc2)n1
    -1% | 1% | 23% | u | 2% | 10µM*
> CN(C)CCCN(C(=O)c1cccc(N2C(=O)CCC2=O)c1)c1nc2cc3c(cc2s1)OCO3
    -5% | -4% | -10% | 0 | 2% | -18%
> Cc1ccc(/C=C/S(=O)(=O)Nc2ccc(C)cc2)cc1
    2% | u | 1% | -12 | 0% | 11%
> O=[N+]([O-])c1ccc(N/N=C/c2cn(-c3ccccc3)nc2-c2ccccc2)cc1
    -3% | -1% | -2% | -38 | 10% | 5%
> Cc1c(Br)c([N+](=O)[O-])nn1C(C)C(=O)NCC1CCCO1 (centres undefined)
    6% | 3% | -2% | -27 | 2% | 8%
> COc1ccccc1NC(=O)C(CC(C)C)NC(=O)C1CCCCC1 (centres undefined)
    1% | -7% | -1% | -20 | 2% | 6%
> Cc1cccc(N(CC(=O)NCc2ccco2)C(=O)CCC(=O)Nc2ccccn2)c1
    0% | -1% | -8% | 12 | -29% | 24%
> O=C(Nc1ncc([N+](=O)[O-])s1)C1COc2ccccc2O1 (centres undefined)
    x | -14% | -14% | u | -13% | -26%
> CCOC(=O)N1CCC(NC(=O)c2cc3c(=O)[nH]c4ccccc4c3n2C)CC1
    4% | -3% | -1% | -30 | 1% | u
> O=C(O)c1cccc(CN2C(=O)S/C(=C/c3ccccc3[N+](=O)[O-])C2=O)c1
    u | 2% | -24% | 0 | -15% | u
> COC(=O)c1cc(NC(=O)c2cccnc2)cc(C(=O)OC)c1
    13% | -1% | -1% | -11 | -10% | -2%
> CCC(=O)c1ccc(OCC(=O)OCC(=O)Nc2sccc2C(N)=O)cc1
    0% | -4% | 15% | 0 | 12% | 4%
> Cc1cccc(C)c1OCCN1CCOCC1
    16µM* | -1% | u | 15 | 9% | 13%
> Cc1cc(C)nc(/N=c2/ssnc2Cl)c1
    u | u | 2% | -29 | -5% | -8%
> CCc1nn(CC(=O)NCCCN(CC(C)C)CC(C)C)c(=O)c2cc3sc(C)cc3n12
    x | 0% | x | 3 | 0% | x
> CCSc1nnc(-c2ccc(S(=O)(=O)N3CCCC3)cc2)n1C
    -4% | u | 11% | -35 | -10% | -11%
> COc1ccc(C(=O)NCCc2nnc3ccc(SCC(=O)Nc4cc(C)on4)nn23)cc1
    -16% | 1% | 11% | -31 | 20% | 22%
> CC(C)CNC(=O)c1ccccc1NC(=O)c1ccc(CSc2ccccc2)cc1
    0% | -1% | 9% | 114 | -3% | u
> C[C@@H](N)Cc1cnc[nH]1
    -3%&-2% | x | 87%[activator] | 21 | x | 9%
> O=C(NCC1CCCO1)c1ccc2c(=O)n(CC3CCCO3)c(=S)[nH]c2c1 (centres undefined)
    -5% | 0% | 20% | 10 | -8% | -22%
> O=C(c1ccccc1Cl)N1CCn2c1nc1ccccc12
    -3% | 0% | 8% | 6 | -2% | -19%
> Cc1ccccc1OCCNc1cc(N2CC(C)NC(C)C2)ccc1[N+](=O)[O-] (centres undefined)
    0% | 5% | u | -16 | 2% | u
> O=C(Nc1ccc(C(=O)OCc2cc(=O)n3c4c(sc3n2)CCCC4)cc1)c1ccc(F)cc1
    x | 8% | x | 36 | -2% | x
> CCOc1ccc(/C=C/c2nc(C#N)c(NC3CCCCC3)o2)cc1
    x | 3% | x | u | 0% | x
> CC(C)c1nc(C#N)c(N2CCOCC2)o1
    5% | -10% | 4%[11.6 µM] | 7 | 0% | -23%
> O=C(CCNC(=O)c1ccc(Cl)cc1)Nc1ccccc1N1CCCC1
    x | -18% | 2% | -31 | -13% | 7%
> COc1ccc(CCC(=O)Nc2nc(C)c(C(=O)N(C)C)s2)cc1
    3% | -1% | -12% | -14 | -6% | 14%
> CCSc1ncc(Cl)c(C(=O)Nc2c(C(=O)c3ccccc3)oc3ccccc23)n1
    x | 24% | x | 13 | 1% | x
> Cn1sc(=O)c2cc(S(=O)(=O)NC3CC3)ccc21
    9% | 4% | -5% | -83* | 1.6µM* | -9%
> CCOC(=O)C1CCN(C(=O)CN2C(=O)CSc3ccc(S(=O)(=O)N4CCOCC4)cc32)CC1
    x | u | -3% | 0 | -29% | 13%
> CS(=O)(=O)N1CCN(c2ccccc2NC(=O)c2ccc3c(c2)OCCO3)CC1
    10% | u | 3% | 5 | 0% | -22%
> CCc1cccc(C)c1N=Cc1c(O)c2ccccc2oc1=O
    -13% | -6% | 157%[activator] | 0 | 1% | -2%
> COc1cccc(N2CCN(C(=O)c3cc4c(s3)-c3ccccc3OC4)CC2)c1
    -5% | -11%&-3% | -13% | 86&-30 | -1%&-5% | 10%
> O=C(COC(=O)c1cccnc1Cl)c1ccc(Cl)s1
    x | x | 12% | -5 | x | -20%
> N#C/C(=C\c1ccc(OC(=O)c2ccc(Br)s2)cc1)c1nc2ccccc2[nH]1
    0% | -9% | 18% | 56 | -11% | 8%
> O=C(Cc1ccc(F)cc1)N/N=C/c1ccc(-c2ccc(Cl)c(C(=O)O)c2)o1
    u | -8% | 15% | 35 | -9% | 0%
> CCOC(=O)NC(=O)COC(=O)c1ccc(O)cc1
    3% | -1% | 10% | 8 | 3% | -5%

# Pulled by compound from the entries so far (5):
# Sequence of screens: Giardia FBPA inh | AmpC detergent | AMA1-RON2 inh | HCMV antiviral | Sm TGR inh | HCV inhibitor
> Cc1cc(C)nc(/N=c2/ssnc2Cl)c1
    u | u | 2% | -29 | -5% | -8%
> CCSc1ncc(Cl)c(C(=O)Nc2c(C(=O)c3ccccc3)oc3ccccc23)n1
    x | 24% | x | 13 | 1% | x
> O=C(NCC1CCCO1)c1ccc2c(=O)n(CC3CCCO3)c(=S)[nH]c2c1 (centres undefined)
    -5% | 0% | 20% | 10 | -8% | -22%
> COc1cccc(N2CCN(C(=O)c3cc4c(s3)-c3ccccc3OC4)CC2)c1
    -5% | -11%&-3% | -13% | 86&-30 | -1%&-5% | 10%
> CCOC(=O)N1CCC(NC(=O)c2cc3c(=O)[nH]c4ccccc4c3n2C)CC1
    4% | -3% | -1% | -30 | 1% | u

# (further entries)
# Sequence of screens: Giardia FBPA inh | AmpC detergent | AMA1-RON2 inh | HCMV antiviral | Sm TGR inh | HCV inhibitor
> COc1ccc(C(C)=O)cc1COc1cccc2cccnc12
    -8% | u | 7% | 18 | u | -24%
> N#Cc1c2n(c(=S)n(-c3ccc(OC(F)F)cc3)c1=O)CCCCC2
    -6% | u | 12% | 0 | -11% | -22%
> CCN(c1ccccc1)S(=O)(=O)c1cc(C(=O)Oc2ccc3c(C)cc(=O)oc3c2)ccc1C
    0% | -6% | -1% | 26 | -1% | 2%
> CCOC(=O)[C@H]1[C@H]2COc3ccc(Br)cc3[C@@H]2N2C(=O)[C@H](C)NC(=O)[C@@]12C
    x | x | 0% | -2 | x | -12%
> Cc1ccc(CNC(=O)CN2Cc3ccccc3C2=O)cc1
    x | 4% | x | 24 | -1% | x
> O=[N+]([O-])c1ccc(N2CCCC2)nc1N1CCCC1
    -6% | -3% | u | -4 | 10% | -31%
> COc1cc(S(=O)(=O)NCc2cccnc2)c(OC)cc1Br
    -2% | -6% | 11% | -32 | 7% | 11%
> N#C/C(=N\Nc1cc(Cl)cc(Cl)c1)c1nnc2n1CCCCC2
    u | 0% | 67%[activator] | -9 | -1% | u
> COc1ccc(C(=O)OC(C)C(=O)NC(C)CCc2ccccc2)cc1OC (centres undefined)
    -7% | -4% | -7% | -31 | -3% | u
> COc1cc(CCCN2C(N)=NC[C@H]2Cc2ccc(O)cc2)cc(OC)c1OC
    1% | 6% | 4% | -18 | 6% | 4%
> Cc1cccc(C(=O)Nc2nnc(-c3ccncc3)o2)c1
    u | -13% | 7% | 19 | 0% | 5%
> COCCn1c(SCC(=O)Nc2cc(C)on2)nc2c(c1=O)SCC2
    x | 4% | -5% | -10 | 0% | 12%
> CC1Sc2ccc(S(=O)(=O)NCCc3ccc(S(N)(=O)=O)cc3)cc2NC1=O (centres undefined)
    x | 2% | -2% | u | 0% | 3%
> O=C1Nc2cc(Cl)c(Cl)cc2N(O)N1c1cc(Cl)cc(Cl)c1
    -1% | u | 0% | -8 | 1% | -1%
> COc1cccc(CNC(=O)c2cc(=O)[nH]c3ccc(S(=O)(=O)N4CCCC4)cc23)c1
    x | 15% | x | u | 5% | x
> Cc1ccccc1Nc1nc(-c2cccnc2)nc2ccccc12
    0% | -5% | 4% | 10 | -8% | u
> O=C(CSc1nnc(CNc2ccc(Cl)cc2)o1)Nc1nc2c(s1)CCCC2
    18% | -15% | 40%[activator] | -9 | 1% | u

# Assay outcomes as filed in PubChem.
